PV pol inh: inhibitors of poliovirus RNA polymerase binding and polymerization; poliovirus polymerase elongation, fluorescence polarization; stronger effect = lower value; P03300; % elongation, % (compound at 16.7 µg/mL); 0.66% of 150,000 active; in the data active means % elongation below about 90%; further: some results filed as inactive read as strong as hits
Target sequence (P03300 1749-2209 limits assumed): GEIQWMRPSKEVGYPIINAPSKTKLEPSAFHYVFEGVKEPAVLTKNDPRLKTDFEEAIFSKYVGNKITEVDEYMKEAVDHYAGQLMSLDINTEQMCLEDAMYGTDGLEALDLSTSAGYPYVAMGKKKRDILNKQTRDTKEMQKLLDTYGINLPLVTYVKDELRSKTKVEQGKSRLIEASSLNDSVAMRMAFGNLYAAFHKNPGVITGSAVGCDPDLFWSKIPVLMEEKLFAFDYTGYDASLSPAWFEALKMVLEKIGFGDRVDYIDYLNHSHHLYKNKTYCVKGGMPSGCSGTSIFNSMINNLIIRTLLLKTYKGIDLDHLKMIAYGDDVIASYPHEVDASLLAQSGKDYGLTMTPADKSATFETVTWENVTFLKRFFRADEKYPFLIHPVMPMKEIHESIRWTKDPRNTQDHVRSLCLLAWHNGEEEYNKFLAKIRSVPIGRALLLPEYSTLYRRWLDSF
PV pol inh FP z-score: further read-out of PV pol inh, marked with its call; z-score; measured here: FP z-score; hits read low
* marks the source's active call; other numbers are inactive results; & = joins results of further samples.

`CC(C)CCN(Cc1ccco1)S(=O)(=O)c1ccc(-c2ccc(=O)[nH]n2)s1` gave PV pol inh 99.0 and PV pol inh FP z-score -0.5.
Cc1ccc(CCNC(=O)c2ccc3c(c2)N(Cc2cccc(Cl)c2)C(=O)c2ccccc2S3(=O)=O)cc1 was read as PV pol inh 105.0 and PV pol inh FP z-score -0.1.
Screening N#C/C(=C\c1ccc(-c2ccc(S(N)(=O)=O)cc2)o1)S(=O)(=O)c1ccccc1 returned PV pol inh 103.0 and PV pol inh FP z-score 0.9.
Screening Cc1c(O)ccc(C(=O)CN2CCN(Cc3ccccc3)CC2)c1O returned PV pol inh 101.0 and PV pol inh FP z-score -0.3.
For CCCc1nn(C)c2c(=O)[nH]c(-c3cc(S(=O)(=O)N4CCN(C)CC4)ccc3OCC)nc12 the results were PV pol inh 103.0&98.0 and PV pol inh FP z-score 0.3&-0.2.
COc1ccc(-n2nc(C(=O)Nc3cccc(C)n3)c3c4ccccc4n(C)c3c2=O)cc1 was read as PV pol inh 106.0 and PV pol inh FP z-score -0.4.
CCn1c(=N)n(CC(=O)c2cccs2)c2ccccc21 was read as PV pol inh 104.0 and PV pol inh FP z-score 0.
CCN(CC)S(=O)(=O)c1ccc(/C=C/C(=O)Nc2cccc(C)c2)cc1 was read as PV pol inh 103.0 and PV pol inh FP z-score 0.2.
For CC(C)(C)c1ccc(C2CC(=O)c3cnc(N)nc3C2)cc1 (stereo unspecified) the results were PV pol inh 99.0 and PV pol inh FP z-score -0.7.
Screening CNC(=O)c1ccc2nc(CCc3ccccc3)oc2c1 returned PV pol inh 111.0 and PV pol inh FP z-score 1.
Screening Cc1ccc(NC(=O)c2cnc(SCC(=O)NCc3ccc4c(c3)OCO4)n(C)c2=O)cc1 returned PV pol inh 104.0 and PV pol inh FP z-score 0.5.
For CCN1CCSc2ccc(C(=O)NC3CC3)cc21 the results were PV pol inh 103.0 and PV pol inh FP z-score 0.1.
For CN(C)CCNC(=O)CN1C(=O)COc2ccc(S(=O)(=O)N3CCCC3)cc21 the results were PV pol inh 105.0 and PV pol inh FP z-score -0.1.
For O=C(O)COC12CC3CC(CC(C3)C1)C2 the results were PV pol inh 101.0 and PV pol inh FP z-score -0.1.
Screening FC(F)(F)c1nc2ccccc2n1-c1cc(-c2ccccc2)[nH]n1 returned PV pol inh 103.0 and PV pol inh FP z-score 0.3.
`Clc1nc(N2CCCc3ccccc32)nc(N2CCCc3ccccc32)n1` gave PV pol inh 101.0 and PV pol inh FP z-score 0.1.
Screening Cc1cc(C)c(NC(=O)C(=O)NCCc2csc(-c3ccc(F)cc3)n2)c(C)c1 returned PV pol inh 99.0 and PV pol inh FP z-score -1.9.
For c1ccc2[nH]c(-c3cscn3)nc2c1 the results were PV pol inh 101.0&101.0 and PV pol inh FP z-score 0.2&0.3.
For COC(=O)c1ccc(=O)oc1 the results were PV pol inh 101.0 and PV pol inh FP z-score -0.3.
Clc1cccc(CNc2cc(-c3ccccc3)nc3nncn23)c1 was read as PV pol inh 114.0 and PV pol inh FP z-score 1.3.
`CCNCc1ccc2c(c1)OCO2` gave PV pol inh 105.0 and PV pol inh FP z-score 0.3.
For CSC(=C(C#N)C#N)N1CCCC1 the results were PV pol inh 104.0 and PV pol inh FP z-score 0.2.
Screening O=C(NC1CCNCC1)C1CCCC1 returned PV pol inh 101.0 and PV pol inh FP z-score 0.
`CC(C)c1nn2c(=O)cc(COC(=O)CNC(=O)c3ccccc3Cl)nc2s1` gave PV pol inh 106.0 and PV pol inh FP z-score 0.
`O=C(CSc1nc(O)cc(=O)[nH]1)N1c2ccccc2CCc2ccccc21` gave PV pol inh 100.0 and PV pol inh FP z-score -0.2.
COc1ccccc1CNC(=O)Cn1nc(C)n2cccc2c1=O was read as PV pol inh 106.0 and PV pol inh FP z-score -0.2.
`O=C(Nc1ccc(S(=O)(=O)N2CCCC2)cc1)c1ccc(COc2ccc3c(c2)CCC3)cc1` gave PV pol inh 99.0 and PV pol inh FP z-score -0.4.
For Cn1cc(-c2cc(C(=O)O)on2)cn1 the results were PV pol inh 103.0 and PV pol inh FP z-score 0.5.
`Cc1occc1C(=O)NN` gave PV pol inh 102.0 and PV pol inh FP z-score 0.2.
`CCNC(=O)c1ccc(-c2nc(CS(=O)c3ccc(C)cc3)c(C)o2)cc1` (stereo unspecified) gave PV pol inh 105.0 and PV pol inh FP z-score 1.5.
For CCCCN(Cc1ccco1)C(=O)Cn1ncc2c(=O)oc3ccc(C)cc3c21 the results were PV pol inh 103.0 and PV pol inh FP z-score 0.5.
`Cc1ccc(S(=O)(=O)c2cn(Cc3ccccc3)c3cc(N4CCCCC4)c(F)cc3c2=O)cc1` gave PV pol inh 106.0 and PV pol inh FP z-score -0.4.
Screening O=C(CS(=O)(=O)c1cccc2nsnc12)Nc1ccccc1 returned PV pol inh 111.0 and PV pol inh FP z-score 0.8.
For COC(=O)c1sccc1NC(=O)Nc1cn(C)c(=O)c2ccccc12 the results were PV pol inh 98.0 and PV pol inh FP z-score -1.4.
`CC(C)CN(CC(C)C)S(=O)(=O)c1ccc(Br)s1` gave PV pol inh 104.0 and PV pol inh FP z-score 1.7.
CCc1ccc(C2CC(=O)c3c([nH]c(C(=O)OC4CCCC4)c3C)C2)cc1 (stereo unspecified) was read as PV pol inh 103.0 and PV pol inh FP z-score -0.6.
For COC(=O)Cn1c(=NC(=O)C(C)(C)C)sc2cc(S(N)(=O)=O)ccc21 the results were PV pol inh 98.0 and PV pol inh FP z-score -1.3.
For S=c1[nH]c2c(s1)C1c3ccccc3OCC1CS2 (stereo unspecified) the results were PV pol inh 99.0 and PV pol inh FP z-score -0.5.
For Nc1c(-c2ccccc2)nc2ccccn12 the results were PV pol inh 102.0 and PV pol inh FP z-score 0.2.
CCOc1ccc(CNC(=O)C2Cc3ccccc3N2C(=O)CC)cc1 (stereo unspecified) was read as PV pol inh 110.0 and PV pol inh FP z-score 0.9.
For CCNS(=O)(=O)c1ccc(NC(=O)Nc2cccc(C(F)(F)F)c2)cc1 the results were PV pol inh 98.0 and PV pol inh FP z-score -0.5.
For Cn1cccc1C=NN1CCN(C2c3ccccc3-c3ccccc32)CC1 the results were PV pol inh 106.0 and PV pol inh FP z-score 0.2.
Screening O=C1c2oc3ccccc3c(=O)c2C(c2ccc(Br)cc2)N1c1ccccn1 (stereo unspecified) returned PV pol inh 102.0 and PV pol inh FP z-score -0.1.
O=C(NCc1cccn1Cc1ccccc1)Nc1ccc(Br)cc1F was read as PV pol inh 103.0 and PV pol inh FP z-score -0.8.
`Cc1nc(CC(=O)Nc2cccc(Cl)c2)cs1` gave PV pol inh 101.0 and PV pol inh FP z-score -0.4.
CC(=O)Nc1ccccc1SCc1cc(=O)n2ccsc2n1 was read as PV pol inh 101.0 and PV pol inh FP z-score 0.
O=C(CSc1nccc(=O)[nH]1)NCc1ccccc1 was read as PV pol inh 102.0 and PV pol inh FP z-score 0.7.
For CC1CCCCN1S(=O)(=O)c1ccc2c(c1)oc(=O)n2C (stereo unspecified) the results were PV pol inh 105.0 and PV pol inh FP z-score 1.5.
O=C(O)Cc1ccc(OC(F)F)cc1 was read as PV pol inh 101.0 and PV pol inh FP z-score 0.
`Cn1c(SCC(=O)NCC2CCCO2)ncc(C(=O)Nc2ccc(F)cc2)c1=O` (stereo unspecified) gave PV pol inh 104.0 and PV pol inh FP z-score 0.6.
`COc1ccc(/C=C/C(=O)Nc2ccccc2C(F)(F)F)cc1` gave PV pol inh 99.0 and PV pol inh FP z-score -1.
COc1ccc(S(=O)(=O)N2CCN(c3ccc(F)cc3)CC2)cc1-c1noc(C)n1 was read as PV pol inh 103.0 and PV pol inh FP z-score -0.6.
`Cn1c(=NC(=O)c2cc(-c3ccccc3)nc3ccccc23)sc2cc(S(C)(=O)=O)ccc21` gave PV pol inh 104.0 and PV pol inh FP z-score 0.6.
COc1ccc(/C=N/N=C(N)N)cc1 was read as PV pol inh 102.0 and PV pol inh FP z-score 0.1.
`COc1cccc(N2CC(NC(=O)CCCc3ccccc3)CC2=O)c1` (stereo unspecified) gave PV pol inh 103.0 and PV pol inh FP z-score -0.7.
`COC(CNS(=O)(=O)c1cccc2cccnc12)OC` gave PV pol inh 100.0 and PV pol inh FP z-score -0.5.
Screening CC(C)(O)c1ccc(-c2ccccc2)cc1 returned PV pol inh 102.0 and PV pol inh FP z-score 0.9.
For Oc1cccc(Nc2nc(-c3ccccc3)nc3ccccc23)c1 the results were PV pol inh 109.0 and PV pol inh FP z-score 1.3.
S=C(N=P(c1ccccc1)(N1CCOCC1)N1CCOCC1)NCc1cn2ccsc2n1 was read as PV pol inh 102.0 and PV pol inh FP z-score 0.2.
`Clc1ccc(-c2cnc3n2CCC3)cc1Cl` gave PV pol inh 99.0 and PV pol inh FP z-score -0.5.

Ordered by count of non-hydrogen atoms (low to high): some entries from above
`CCNCc1ccc2c(c1)OCO2` gave PV pol inh 105.0 and PV pol inh FP z-score 0.3.
Screening O=C(NC1CCNCC1)C1CCCC1 returned PV pol inh 101.0 and PV pol inh FP z-score 0.
For O=C(O)COC12CC3CC(CC(C3)C1)C2 the results were PV pol inh 101.0 and PV pol inh FP z-score -0.1.
`Clc1ccc(-c2cnc3n2CCC3)cc1Cl` gave PV pol inh 99.0 and PV pol inh FP z-score -0.5.
For S=c1[nH]c2c(s1)C1c3ccccc3OCC1CS2 (stereo unspecified) the results were PV pol inh 99.0 and PV pol inh FP z-score -0.5.
O=C(CSc1nccc(=O)[nH]1)NCc1ccccc1 was read as PV pol inh 102.0 and PV pol inh FP z-score 0.7.
Screening CNC(=O)c1ccc2nc(CCc3ccccc3)oc2c1 returned PV pol inh 111.0 and PV pol inh FP z-score 1.
Screening O=C(CS(=O)(=O)c1cccc2nsnc12)Nc1ccccc1 returned PV pol inh 111.0 and PV pol inh FP z-score 0.8.
`COc1ccc(/C=C/C(=O)Nc2ccccc2C(F)(F)F)cc1` gave PV pol inh 99.0 and PV pol inh FP z-score -1.
Clc1cccc(CNc2cc(-c3ccccc3)nc3nncn23)c1 was read as PV pol inh 114.0 and PV pol inh FP z-score 1.3.
Screening Cc1c(O)ccc(C(=O)CN2CCN(Cc3ccccc3)CC2)c1O returned PV pol inh 101.0 and PV pol inh FP z-score -0.3.
CCOc1ccc(CNC(=O)C2Cc3ccccc3N2C(=O)CC)cc1 (stereo unspecified) was read as PV pol inh 110.0 and PV pol inh FP z-score 0.9.
`Clc1nc(N2CCCc3ccccc32)nc(N2CCCc3ccccc32)n1` gave PV pol inh 101.0 and PV pol inh FP z-score 0.1.
For CN(C)CCNC(=O)CN1C(=O)COc2ccc(S(=O)(=O)N3CCCC3)cc21 the results were PV pol inh 105.0 and PV pol inh FP z-score -0.1.
S=C(N=P(c1ccccc1)(N1CCOCC1)N1CCOCC1)NCc1cn2ccsc2n1 was read as PV pol inh 102.0 and PV pol inh FP z-score 0.2.
COc1ccc(-n2nc(C(=O)Nc3cccc(C)n3)c3c4ccccc4n(C)c3c2=O)cc1 was read as PV pol inh 106.0 and PV pol inh FP z-score -0.4.
`Cc1ccc(S(=O)(=O)c2cn(Cc3ccccc3)c3cc(N4CCCCC4)c(F)cc3c2=O)cc1` gave PV pol inh 106.0 and PV pol inh FP z-score -0.4.

(list continues)
For CCNC(=O)c1ccc2c(c1)nc1n2CCCCC1 the results were PV pol inh 111.0 and PV pol inh FP z-score 0.6.
For CCCOc1cccc(C2c3c(oc4ccccc4c3=O)C(=O)N2c2nncs2)c1 (stereo unspecified) the results were PV pol inh 106.0 and PV pol inh FP z-score 0.2.
For CCn1c(SC(C)C(N)=O)nnc1-c1cccs1 (stereo unspecified) the results were PV pol inh 102.0 and PV pol inh FP z-score -0.1.
For CC(=O)N1CCCc2cc(S(=O)(=O)N3CCC(C(=O)NCc4ccc(C)cc4)CC3)ccc21 the results were PV pol inh 111.0 and PV pol inh FP z-score 0.8.
For Cc1ccc(C)c2[nH]c(=O)c(C(c3nnnn3Cc3ccccc3)N3CCN(C)CC3)cc12 (stereo unspecified) the results were PV pol inh 103.0 and PV pol inh FP z-score 0.3.
`O=C(NCCc1csc(-c2cccnc2)n1)c1cccc(Cl)c1` gave PV pol inh 109.0 and PV pol inh FP z-score 0.5.
Screening CC(C)(C)c1ccc(O)c(C(=O)Oc2ccccc2)c1 returned PV pol inh 107.0 and PV pol inh FP z-score 0.5.
`CCC(=O)N1CCc2cc(Br)cc(S(=O)(=O)CCC(=O)NCC3COc4ccccc4O3)c21` (stereo unspecified) gave PV pol inh 103.0 and PV pol inh FP z-score 0.6.
`COc1ccccc1Oc1nc2c(c(=O)n(C)c(=O)n2C)n1Cc1cccc(Br)c1` gave PV pol inh 113.0 and PV pol inh FP z-score 0.3.
Screening Cc1ccc(Cl)cc1N1CCN(C(=O)c2ccc3c(c2)N(Cc2ccc(F)cc2)CCS3)CC1 returned PV pol inh 104.0 and PV pol inh FP z-score -0.3.
CCC(CC)c1nnc(NC(=O)c2c(-c3ccccc3)noc2C)s1 was read as PV pol inh 103.0 and PV pol inh FP z-score 0.6.
Screening O=C(COc1ccc2ccc(=O)oc2c1)NC1CC1 returned PV pol inh 102.0 and PV pol inh FP z-score 0.3.

Nothing new here: an excerpt of the list.
`COc1ccccc1Oc1nc2c(c(=O)n(C)c(=O)n2C)n1Cc1cccc(Br)c1` gave PV pol inh 113.0 and PV pol inh FP z-score 0.3.
Screening Cc1ccc(Cl)cc1N1CCN(C(=O)c2ccc3c(c2)N(Cc2ccc(F)cc2)CCS3)CC1 returned PV pol inh 104.0 and PV pol inh FP z-score -0.3.

Continued.
Cc1cccn2c(=O)c3cc(C(=O)N(Cc4ccccc4)C(C)C)sc3nc12 was read as PV pol inh 103.0 and PV pol inh FP z-score -0.4.
`CCC(C)NC(=O)c1ccc2nc(-c3cccs3)c(-c3cccs3)nc2c1` (stereo unspecified) gave PV pol inh 103.0 and PV pol inh FP z-score 0.2.
Screening CC(N)Cc1ccc(O)cc1 (stereo unspecified) returned PV pol inh 102.0 and PV pol inh FP z-score 0.6.
`Cc1cc(Cl)cc2sc(NC(=O)CCCCl)nc12` gave PV pol inh 102.0 and PV pol inh FP z-score -0.1.
For Cc1cc(F)ccc1NC(=O)C1CCN(C(=O)c2cnn(-c3ccccc3)c2-n2cccc2)CC1 the results were PV pol inh 109.0 and PV pol inh FP z-score 0.
CCCc1nc2c(o1)NC(N)=C(C#N)C2c1cnn(-c2ccccc2)c1C (stereo unspecified) was read as PV pol inh 102.0 and PV pol inh FP z-score 0.2.
CC(=O)c1ccc(Nc2nc3ccccc3nc2-n2nc(C)cc2C)cc1 was read as PV pol inh 102.0 and PV pol inh FP z-score -0.8.

Not all compounds are listed; the hit share may differ from the screen's.
